Pf Dd2 inh: Plasmodium falciparum Dd2 growth inhibition; P. falciparum Dd2 growth, SYBR Green, 72 h; Potency, µM (doses to about 28.9 µM), for inactives: at the highest dose activity, negative = inhibition, hits mostly inhibitors; 120,000 compounds, 4.3% hits; AID 1347417; active = well fitted inhibition curve with a large enough effect; inconclusive = small, poorly fitted or top-dose-only effect; inactive = no such curve, though single readings can be large or run the other way;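 note: plate controls were DMSO vehicle for no effect and reference drug for full effect; nearly all actives have a fitted effect of over 65% in size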
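Readout: SYBR Green fluorescence, 485 nm excitation, 535 nm emission, after ~16 h lysis at 37C. Before that, Dd2-infected red cells (2.5% hematocrit) grew 72 h with compound, 29 uM top final concentration.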
Active calls of the source: *; i = inactive; ? = inconclusive; & = joins results of further samples; [ ] = dose if it differs, or a comment. Potency is the fitted concentration of half-maximal effect.

SMILES	Pf Dd2 inh
O=C(c1ccc(C(F)(F)F)cc1)N1CCC2(CC1)C(=NC1CCCC1)NC(=O)N2c1cccnc1	2%
Cc1nc(-c2cn(C3CCCN(C(=O)c4cccc(OC(F)(F)F)c4)C3)nn2)no1 (stereo unspecified)	i
O=C(c1ccc(F)c(F)c1)N1CC(c2nnc(-c3ccncc3)o2)C2(CCOCC2)C1 (stereo unspecified)	8%
COc1cccc(N2C(=O)NC(=NC3CCCCC3)C23CCN(Cc2cccn2C)CC3)c1	-20%
CC(C)C(=O)Nc1ccc(C2(C(=O)N3CCCC3)CCCCC2)cc1	?
CS(=O)(=O)N1CCCC(c2nc(CCOc3ccc(F)cc3)no2)C1 (stereo unspecified)	-22%
COc1ccc(C(=O)Nc2ccc(-c3noc([C@@H]4CCCN4Cc4ccc(F)cc4)n3)cn2)cc1	?
CCC(=O)N1CCc2cc(Br)cc(S(=O)(=O)N3CCCC(C(=O)Nc4ccc(C(C)C)cc4)C3)c21 (stereo unspecified)	?
COc1cccc(CNC(=O)[C@@H]2C[C@@H](O)CN2C2CCN(C(=O)c3cccnc3)CC2)c1	-22%
COc1ccccc1CCN1CCC(CN(C)C(=O)CCc2ccccc2Cl)CC1	8.9µM*
COc1cccc([S+](=O)([O-])N2CCn3c(nn(-c4cccc(Cl)c4)c3=O)C2)c1	-4%
COc1ccccc1OCCn1c(COc2cc(C)ccc2C)nc2ccccc21	6.3µM*
COCCN1C(=O)c2ccccc2C(C(=O)NCC(C)C)C12CCCC2 (stereo unspecified)	1%
CCOc1ccc(C2CC(=O)NC(NC(=O)c3ccc(C)cc3)=N2)cc1 (stereo unspecified)	i
CCOc1ccccc1C(=O)NCc1nnc2c(-c3nc(C(C)C)no3)cccn12	i
Cc1cc(C)cc(NC(=O)N2CCN3CCCCC3C2)c1 (stereo unspecified)	i
Fc1ccc(-c2cnc([C@@H]3COCCN3Cc3c[nH]c4ccccc34)[nH]2)c(F)c1	?
O=C1Cc2c(-c3ccccc3Oc3ccccc3)n[nH]c2CN1Cc1ccccc1	-18%[44.1 µM]
COC[C@@H]1[C@H](C(=O)O)CCC(=O)N1C	4%
CCCCN1C(=O)c2ccccc2C(C(=O)Nc2cccc(NC(C)=O)c2)C12CCCC2 (stereo unspecified)	?
O=C(c1cc[nH]c(=O)c1)N1CCCn2ccnc2C1c1ccccc1 (stereo unspecified)	-10%
CCOC(=O)c1ccc(NC(=O)N2Cc3[nH]cnc3C[C@H]2c2nc(-c3ccc(Cl)cc3)no2)cc1	i
COc1ccc(C(=O)N2CCN3C(=O)N(Cc4ccc(C)cc4)C[C@H]3C2)cc1	i
CCC(C(=O)Nc1c(C)cc(C)cc1C)n1c(=O)c(-c2ccccc2NC(C)=O)nc2ccccc21 (stereo unspecified)	7%
N#Cc1ccc(-c2nc(C(=O)NCC3CCCCC3)no2)cc1	i
CCCOCCCNC(=O)c1c(C)noc1-c1ccc(OC(F)(F)F)cc1	-23%
CC[C@H]1CN(C(=O)c2ccnc(Cl)c2)CC[C@H]1CC(=O)NCc1ccccc1	-5%[44.1 µM]
CC(=O)Nc1ccc(CN2CCC3(CC2)C(=O)Nc2ccccc23)cc1	-14%
COc1ccc(NC(=O)C2=C(C)Nc3nc(CCCO)nn3C2c2ccc(O)cc2)cc1 (stereo unspecified)	-9%
Cc1cc(C(=O)N2CCCC(n3c(C)cnc3C3CC3)C2)n(C)n1 (stereo unspecified)	-16%
C#CCNC(=O)[C@@H]1CCCN1[C@@H](C(=O)NC)c1ccccc1OC	21%[44.1 µM]
Cc1cccc(Nc2c3c(nc4nncn24)CCC3)c1	44%[activator]
Cn1cccc1C(=O)NCc1nnc2ccc(-c3ccccc3)nn12	i
Cc1ccc(NC(=O)c2cn3c4c(ccc(Cl)c4c2=O)OC(C)C3)c(C)c1 (stereo unspecified)	-4%
CCCN(CCC)CC(O)Cn1cc(/C=C/C(=O)c2ccc(Br)cc2)c2ccccc21 (stereo unspecified)	3.2µM*
O=C1c2c(nc(COc3ccc4c(c3)OCO4)n2Cc2ccccc2)NCCN1Cc1ccccc1F	i
O=C(Nc1nnc(S(=O)(=O)Nc2ccccc2)s1)C1CCCCC1	42%[activator][5.79 µM]
CN(C)c1cccc(-c2nc(-c3nnn4c3COC(c3ccccc3Cl)C4)no2)c1 (stereo unspecified)	-6%
COCc1nnc2n1CCC(NC(=O)COc1ccc(F)cc1)CC2 (stereo unspecified)	i
CCOc1ccc(CN2CCCC(COc3ccccc3C(=O)N3CCCC3)C2)cc1 (stereo unspecified)	i
CC1CCN(CCCNC(=O)C2CCCN(S(=O)(=O)c3cn(C)cn3)CCC(=O)NCC2)CC1 (stereo unspecified)	22%
Cc1ncc(C(C)C)c(-c2ccccc2CN(C)C)n1	i
COc1ccc(-c2noc(CN(C(=O)c3ccccc3Cl)C(C)C)n2)cc1	-4%
Cc1cccc(C)c1NC(=O)Cn1cc(S(=O)(=O)Cc2ccc(F)cc2)c2ccccc21	52%[activator]
COc1ccc(-c2ccnc(N[C@H]3CO[C@H]4[C@@H]3OC[C@H]4OC(=O)Nc3ccc(C(C)=O)cc3)n2)cc1	5.6µM*

Brought forward from above: 7 compounds, followed by the next part.
SMILES	Pf Dd2 inh
COCc1nnc2n1CCC(NC(=O)COc1ccc(F)cc1)CC2 (stereo unspecified)	i
CCOc1ccc(CN2CCCC(COc3ccccc3C(=O)N3CCCC3)C2)cc1 (stereo unspecified)	i
CC1CCN(CCCNC(=O)C2CCCN(S(=O)(=O)c3cn(C)cn3)CCC(=O)NCC2)CC1 (stereo unspecified)	22%
Cc1ncc(C(C)C)c(-c2ccccc2CN(C)C)n1	i
COc1ccc(-c2noc(CN(C(=O)c3ccccc3Cl)C(C)C)n2)cc1	-4%
Cc1cccc(C)c1NC(=O)Cn1cc(S(=O)(=O)Cc2ccc(F)cc2)c2ccccc21	52%[activator]
COc1ccc(-c2ccnc(N[C@H]3CO[C@H]4[C@@H]3OC[C@H]4OC(=O)Nc3ccc(C(C)=O)cc3)n2)cc1	5.6µM*
CC1=NOC2(CCN(Cc3cccn3C)CC2)C1	i
CCc1ccc(C(=O)c2cn(CC(=O)Nc3ccc(OC)cc3)c3cc4c(cc3c2=O)OCCO4)cc1	-9%
O=C(NC1CCCN(c2cc(-c3ccccc3)[nH]n2)C1)c1ccc2[nH]ccc2c1 (stereo unspecified)	-5%
Cc1ccc(S(=O)(=O)NCCc2nnc3ccc(SCc4ccc(F)cc4)nn23)cc1	?
COc1ccc(Cl)cc1NC(=O)CSc1nnc(C)n2c1cc1sccc12	15%
C=CCOc1cccc(-c2nnc(CCC(=O)NC(C)CC)c(=O)[nH]2)c1 (stereo unspecified)	i
CC(C)Oc1ccc(C(=O)N(Cc2ccc(N(C)C)cc2)Cc2ccco2)cc1	-20%
O=C(NC1CCN(c2cc(-c3ccc(Cl)cc3)[nH]n2)C1)c1ccccc1 (stereo unspecified)	?
CC(C)C1=NOC2(CCN(C(=O)C3CCCC3)CC2)C1	-4%[44.1 µM]
COc1ccc(-c2nc(SCC(=O)NC3CCCC3)c(-c3ccc(F)cc3)[nH]2)cc1	?
CCOc1ccc(N2CC(NC(=O)Cc3cccs3)CC2=O)cc1 (stereo unspecified)	i
COc1ccc(Cl)cc1C(=O)N1CCCN(c2cc(-c3ccc(F)cc3)[nH]n2)CC1	i
Cc1ncc2c(c1CNC(=O)c1ccc3c(c1)OCO3)CCN(C(=O)c1ccc3ccccc3c1)C2	-4%
CC(C)NC(=O)c1ccccc1OCC1CCCN(Cc2cncs2)C1 (stereo unspecified)	?
O=C(NCC1(O)CCCNCC1)c1cccc(-c2ccc(F)cc2)c1 (stereo unspecified)	-4%
CCOC(=O)c1ccc(N2C(=O)c3n[nH]c(-c4ccco4)c3C2c2ccc(C)cc2)cc1 (stereo unspecified)	?
COc1cccc(C2C(C(=O)Nc3ccccc3)=C(C)Nc3nnnn32)c1OC (stereo unspecified)	-25%
O=C(c1ccccc1F)N1CCCC2(C1)C(=NC1CCCCC1)NC(=O)N2c1cccnc1 (stereo unspecified)	9%&5%
Cc1ccsc1C(=O)N1CCC(n2cc(-c3nc(-c4ccccc4)no3)nn2)C1 (stereo unspecified)	-5%
Cc1ccc(C2=CC(c3c(F)cccc3Cl)n3ncnc3N2)cc1C (stereo unspecified)	3%
COc1ccc(C(=O)N=c2sc3cc(Cl)ccc3n2C)cc1	41%[activator]
CCn1cnnc1CC1CCN(C(=O)c2ccc(OC)cc2OC)C1 (stereo unspecified)	-18%
CS(=O)(=O)N1CCC(N2C(=O)C3(CCCCC3)C2c2ccccc2)CC1 (stereo unspecified)	-9%
c1ccc(-c2nnc3n2CCN(Cc2cccnc2)C3)cc1	i
Cc1ccc(-c2ccc3nnc(CNC(=O)c4c(F)cccc4F)n3n2)cc1	-10%
COc1ccc(CC(=O)NCCS(=O)(=O)N2CCN(c3ccccc3F)CC2)cc1OC	20%
CCn1ncc(N2CCCC(CC(=O)NCc3cccc(F)c3)C2)cc1=O (stereo unspecified)	5%
COc1cc(O)ccc1-c1nc2ccc(Br)cn2c1Nc1ccccc1C	6.3µM*
COc1cc(-c2nnc(SCC(=O)Oc3ccccc3Cl)o2)cc(OC)c1OC	14%
COc1ccc(CCC(=O)NCCc2csc(-c3cccc(C)c3)n2)cc1	-19%

An excerpt from above in order of molecular weight, descending.
SMILES	Pf Dd2 inh
O=C1c2c(nc(COc3ccc4c(c3)OCO4)n2Cc2ccccc2)NCCN1Cc1ccccc1F	i
Cc1ccsc1C(=O)N1CCC(n2cc(-c3nc(-c4ccccc4)no3)nn2)C1 (stereo unspecified)	-5%
COc1ccc(-c2noc(CN(C(=O)c3ccccc3Cl)C(C)C)n2)cc1	-4%

3 entries drawn at random from the list so far, as already listed:
SMILES	Pf Dd2 inh
CC(C)C(=O)Nc1ccc(C2(C(=O)N3CCCC3)CCCCC2)cc1	?
COc1ccc(C(=O)Nc2ccc(-c3noc([C@@H]4CCCN4Cc4ccc(F)cc4)n3)cn2)cc1	?
Cc1cc(C(=O)N2CCCC(n3c(C)cnc3C3CC3)C2)n(C)n1 (stereo unspecified)	-16%

Later entries.
SMILES	Pf Dd2 inh
COc1ccc(OCC(O)CN(C)C)c(CN2CCC(c3ccncn3)CC2)c1 (stereo unspecified)	-5%
O=C(N[C@H]1CO[C@H]2[C@@H]1OC[C@@H]2Nc1nccc(-c2ccc(-c3ccccc3)cc2)n1)C1CCCCC1	?
COCCN1CC(Cc2ncccc2C(=O)N2CCCCC2)CC1=O (stereo unspecified)	15%
COc1ccccc1OCCNC(=O)CCC1CCN(C(=O)c2ccccc2)CC1	-23%
COc1cccc(C(=O)N2CCC(c3nn(Cc4ccccc4)c(=O)[nH]3)CC2)c1	i
Cc1ccsc1[C@@H]1CCN(Cc2ccc(-c3ccn[nH]3)o2)C[C@H]1O	-25%
COc1ccc(C2Cn3nnc(-c4nc(-c5cccnc5)no4)c3CO2)cc1 (stereo unspecified)	-3%
COCCN(C)C[C@@H]1CN(C(=O)c2cnn(-c3ccccc3)c2)C[C@@H]1CO	12%
OCC1CN(c2ncccn2)CC12CCN(Cc1cc(F)ccc1F)CC2 (stereo unspecified)	-25%
COc1ccc(-c2nc3scc(CCNS(=O)(=O)c4ccccc4F)n3n2)cc1	-11%
N#Cc1ccc(CN2CCC3(CC2)CC(c2cccc(C(F)(F)F)c2)=NO3)cc1	-24%
Cn1ncc(N2CCC(NC(=O)c3ccccc3)CC2)cc1=O	0%
CCN(Cc1ccccc1)S(=O)(=O)c1ccc(F)c(C(=O)Nc2cc(C)ccc2OC)c1	24%
Nc1nnc(SCC(=O)Nc2cccc(F)c2)s1	149%[activator][5.79 µM]
CCOc1ccc(N2CC(NC(=O)C(=O)c3c[nH]c4ccccc34)CC2=O)cc1 (stereo unspecified)	38%[activator]
COc1cccc(NC(=O)CC2CCCN(c3cnn(C)c(=O)c3)C2)c1 (stereo unspecified)	-13%
COCCNC(=O)C1(C)CN(C)Cc2ccc(Nc3ccccc3)nc21 (stereo unspecified)	?
CCCCOC(=O)N1CCCn2nc(C(=O)N3CCOCC3)cc2C1	11%
C[C@@H](NC(=O)C1=C[C@@H](NC(=O)CS(=O)(=O)c2ccccc2)[C@@H](O)[C@H](O)C1)C(N)=O	8%[44.1 µM]
O=C(Nc1ccc2c(N3CCOCC3)ncnc2c1)c1ccc(Br)o1	?
COCCNC(=O)c1c(NC(=O)c2cc(=O)c3cc(Cl)ccc3o2)sc2c1CCCC2	-5%
CCN1c2ccccc2-c2nc(SCC(=O)NCc3ccccc3)ncc2S1(=O)=O	44%[activator]
O=C(c1ccsc1)N1CCCC(Cc2nncn2CC2CC2)C1 (stereo unspecified)	i
COc1ccc(-c2noc(CCCC(=O)N3CCCC3c3nc(C4CCOCC4)no3)n2)cc1OC (stereo unspecified)	?
Cc1ccc(NC(=O)N2CCN(c3nnc(C)c4c(C)n(-c5ccc(Cl)cc5)nc34)CC2)c(C)c1	i
O=C(COC(=O)CCCC1=NS(=O)(=O)c2ccccc2N1)Nc1ccc(Br)cc1	39%[activator]
Cc1ccccc1NC(=O)CSc1c(C(C)C)cnc2c1c(=O)n(C)c(=O)n2C	6%
Cc1nc(-c2ccccc2)cc([C@H]2CN3CC[C@H]2C[C@@H]3CNC2CCOCC2)n1	?
CN1C(C(=O)Nc2cccc(O)c2)=CC(c2ccco2)=NS1(=O)=O	7%
CN(CCn1ccnc1)c1ccc(-c2nc(-c3cccc(Cl)c3)no2)cn1	-6%
CCOc1cccc2cc(-c3nc4sc(C(=O)Nc5ccc(C)cc5)c(C)c4c(=O)[nH]3)c(=O)oc12	6%
CC(C)Oc1ccc(CNC(=O)c2cnc3sc(N4CCCC4)nn3c2=O)cc1	37%[activator]
COCc1nc(C2CCCN(C(=O)c3nccn3C)C2)no1 (stereo unspecified)	9%

Source: PubChem (National Center for Advancing Translational Sciences (NCATS))

These rows are one share of the data; rates above refer to the full screens.
